# Source: PubChem (several laboratories)
# EBV gp42 block = Epstein-Barr virus gp42 inhibitors, primary screen, biochemical, uHTS, fluorescence polarization. Fluorescence polarization binding assay, mP read-out. inhibition, % (tested at 21.74 µM). 220,000 compounds, 0.42% hits. AID 1085, 2008; in the data active = inhibition above about 50%
# Target sequence (Q1HVG2 whole entry, looked up): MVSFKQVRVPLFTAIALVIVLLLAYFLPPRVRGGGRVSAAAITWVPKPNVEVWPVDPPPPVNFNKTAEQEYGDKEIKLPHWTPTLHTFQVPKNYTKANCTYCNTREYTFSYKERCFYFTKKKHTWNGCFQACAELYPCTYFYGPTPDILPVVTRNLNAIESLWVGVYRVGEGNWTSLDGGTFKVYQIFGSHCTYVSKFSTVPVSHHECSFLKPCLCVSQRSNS
# TRPML3 agonist = human TRPML3 channel agonists, primary screen, cell-based, HEK293 TRPML3-YFP, Fluo-8 calcium fluorescence, 3 µM; Mucolipin-3 (Homo sapiens), Q8TDD5; 220,000 compounds, 0.29% hits; activation, % at 3 µM; AID 1448, 2008; 100% = the carbachol control signal;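 active = activation above its plate's cutoff, the mean activation of the plate's test wells plus 3 SD, cut at about 12% in these data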;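 note: 0% = DMSO only wells and 100% = carbachol wells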
# Target sequence (Q8TDD5 whole entry, looked up): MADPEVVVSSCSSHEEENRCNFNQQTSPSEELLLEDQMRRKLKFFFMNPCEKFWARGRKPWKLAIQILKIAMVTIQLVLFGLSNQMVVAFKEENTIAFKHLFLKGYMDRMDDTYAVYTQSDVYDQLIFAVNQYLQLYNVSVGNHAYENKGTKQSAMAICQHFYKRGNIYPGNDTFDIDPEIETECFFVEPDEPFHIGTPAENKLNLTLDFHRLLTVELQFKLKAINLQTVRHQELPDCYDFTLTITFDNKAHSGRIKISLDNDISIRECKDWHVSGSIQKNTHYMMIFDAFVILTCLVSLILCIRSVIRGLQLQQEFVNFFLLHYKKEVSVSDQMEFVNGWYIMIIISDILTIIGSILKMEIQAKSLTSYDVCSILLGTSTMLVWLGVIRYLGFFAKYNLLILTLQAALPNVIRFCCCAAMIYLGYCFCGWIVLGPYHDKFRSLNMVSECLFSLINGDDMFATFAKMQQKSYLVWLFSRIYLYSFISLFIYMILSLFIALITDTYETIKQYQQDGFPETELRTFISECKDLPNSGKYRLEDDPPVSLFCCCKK
#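 Material: TRPML3-YFP stable HEK293 cells | Dosing: One concentration, 3 µM nominal, 0.3% DMSO | Timing: 125 s total fluorescence read per well | Technique: Fluo-8 calcium dye fluorescence, ex 470-495, em 515-575 nm | Measure: Percent activation from peak-to-basal fluorescence ratio, scaled between DMSO and carbachol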
# Runt-SMMHC FRET = inhibitors of RUNX1 Runt–CBFb-SMMHC binding, primary screen, biochemical, FRET, Cerulean-Runt, Venus-CBFb-SMMHC, uHTS; Runt-related transcription factor 1 (Homo sapiens) + Core-binding factor subunit beta …; Cerulean-Runt/Venus-CBFb-SMMHC FRET ratio 530/480, 1 h; inhibition, % at 20 µM; 220,000 compounds, 0.74% hits; AID 1434, 2008;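 active = mean inhibition across duplicate retests at 20 µM reaching about 50%, limit read from the data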;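 note: 0% = DMSO wells and 100% = wells with excess untagged CBFb-SMMHC; inhibitors lower the FRET ratio by blocking Runt binding to CBFb-SMMHC; some results filed as inactive read as strong as hits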
# Mdm2 ligase inh = MDM2-luciferase reporter signal enhancers, primary screen, MDM2 E3 ligase inhibitor project, cell-based, luminescence, 1536-well; E3 ubiquitin-protein ligase Mdm2 (Homo sapiens), Q00987; cell-based MDM2 ubiquitination luciferase reporter, 2 h; 0 = plate control, 100 = twice control, blank-subtracted; signal enhancement, % at 5 µM; 210,000 compounds, 0.11% hits; AID 1230, 2008;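 active = signal enhancement of 30% or more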;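 note: luminescence tracks abundance of the self-degrading MDM2-luciferase fusion protein; higher signal means inhibition of MDM2 E3 ligase activity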
#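 Timing – 2 h compound exposure at 37 °C · Assay system – mammalian cells stably expressing self-ubiquitinating, self-degrading MDM2 E3–luciferase fusion · Amount – 2000 cells seeded into each well · Measure – % luminescence enhancement versus blank-corrected plate control mean · Measured by – SteadyLite luminescence, 15 min reagent step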
# TRPN1 ag = zebrafish TRPN1 channel agonists, primary screen, cell-based, HEK293, calcium fluorescence. 220,000 compounds, 0.18% hits. transient receptor potential cation channel N1 (TRPN1/NompC), Danio rerio. AID 1424, 2008. HEK293 zebrafish TRPN1-YFP, Fluo-8 calcium fluorescence; 100% = response to 87 µM carbachol. activation, % at 3 µM;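 active = activation above its plate's cutoff, the mean activation of test wells on that plate plus 3 SD, cut at about 19% in these data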;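 note: 0% = DMSO alone and 100% = 87 µM carbachol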
#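 Control set: carbachol 87 µM as high control, DMSO as low control; system: HEK293 stable line with zebrafish TRPN1-YFP; read-out: % activation versus carbachol response; detection: intracellular calcium fluorescence with Fluo-8; doses: single test compound dose, 3 µM nominal, 0.3% DMSO; schedule: dye 1 h 37 °C plus 30 min RT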
# p47phox inh = p47phox/p22phox peptide binding inhibitors, primary screen, biochemical, uHTS, NADPH oxidase regulatory subunit; inhibition, % at 24.7 µM; fluorescence polarization, 2 h; 220,000 compounds, 0.53% hits; Neutrophil cytosol factor 1 (Homo sapiens), P14598; AID 1274, 2008;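 active = inhibition above about 30%, limit read from the data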;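 note: 0% = p47phox with labelled peptide and 100% = labelled peptide alone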
# TNF death inh = inhibitors of TNF-alpha triggered necroptosis, primary screen, cell-based, Jurkat FADD-/-, single concentration; Jurkat FADD-/- TNF necroptosis rescue, ATP luminescence, 24 h; 0 = TNF only, 100 = no-TNF cells; activation (protection from cell death), % at 10 µM; 220,000 compounds, 0.068% hits;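 active = activation, meaning protection from cell death, of at least 50% relative to plate controls; inactive = activation below 50%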;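 note: necroptosis triggered by 40 ng/mL TNF-alpha added together with compound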
# PPC-1+TRAIL kill = compounds killing PPC-1 cancer cells with TRAIL present, primary screen, TRAIL potentiator project, ATPLite luminescence, uHTS | PPC-1 cells + TRAIL, ATPLite viability luminescence | cell killing (% activity), % at 4 µM | 220,000 compounds, 0.41% hits | AID 1443, 2008;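 active = cell killing above 50% in the first pass at 4 µM, then a duplicate retest at 5 µM averaging 50% or more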;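 note: plate controls were cells with TRAIL plus DMSO for no effect and medium-only wells lacking cells for full effect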
# CHOP inh = inhibitors of CHOP promoter induction, primary screen, cell-based, unfolded protein response, luciferase reporter; CHO-K1 CHOP-promoter luciferase, tunicamycin-induced, 15-18 h; inhibition, % at 10 µM; 220,000 compounds, 3.8% hits; AID 2732, 2010;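 active = compounds that reduced the stress-induced luciferase reporter signal by more than about 70% of percent inhibition, limit read from the data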;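 note: 0% = tunicamycin plus vehicle and 100% = wells without tunicamycin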
# Starred values were filed as active, the others as inactive; x = no result given.
SMILES,EBV gp42 block,TRPML3 agonist,Runt-SMMHC FRET,Mdm2 ligase inh,TRPN1 ag,p47phox inh,TNF death inh,PPC-1+TRAIL kill,CHOP inh
CCCN1CCN(C(=O)Cn2ncc3ccccc32)CC1,-1,1.4,-2,-4,-0.2,-8,2.0,10,25
Cn1c(=O)c(Oc2ccc(F)cc2)c(O)c2ccccc21,-24,-0.8,2,-14,0.2,-8,0.8,25,19
CC1CN(CC(=O)NN=C(c2ccccc2)c2ccccc2)CC(C)O1 (centres undefined),1,0.9,0,-20,-1.3,-4,0.4,6,7
O=C(O)CCCCNS(=O)(=O)/C=C/c1ccccc1,-17,0.6,1,12,1.1,1,0.2,23,22
CCCCN(C)C1CCN(C(=S)Nc2cccc(OC)c2)CC1,-21,-0.1,1,-3,0.3,-1,1.3,37,13
Cc1ccc(Oc2c(F)c(F)nc(N3CCCC3)c2F)cc1,26,1.0,-3,-4,0.8,-14,2.0,-1,48
COc1ccc(-c2csc(NC(=O)c3cccc(S(=O)(=O)N4CCN(C)CC4)c3)n2)cc1,5,5.5,-1,-11,8.0,-23,-1.0,21,47
Cc1c(-c2cccc(Cl)c2)nc2ccccc2c1C(=O)OCC(=O)N(C)C1CCS(=O)(=O)C1 (centres undefined),28,1.0,-2,6,-1.2,4,1.2,x,12
CS(=O)(=O)Nc1ccccc1C(=O)O,-3,1.3,-2,-18,1.5,-6,2.5,-4,11
COC(=O)CCCCCCCCCC[N+]1(C)CCCCC1,-42,0.9,7,-4,7.2,1,1.5,8,-1
Cc1ccc(S(=O)(=O)/N=S(\C)C(C)C)cc1 (centres undefined),-13,-0.3,-2,1,3.5,-8,0.4,1,-10
CCn1c(COc2ccccc2)nc2ccccc21,-25,-0.9,8,3,-0.9,-9,4.7,30,-16
CN1CCN(c2ccccc2NC(=O)c2ccc(-c3ccc(Cl)cc3Cl)o2)CC1,-7,-0.3,-10,-21,-1.0,-10,1.3,-5,36
Cc1ccc(NC(=O)COc2ccc(Br)cn2)cc1,-10,0.7,0,-11,-0.8,20,1.5,14,9
Clc1ccccc1-c1nnc(-c2ccccc2Cl)o1,-13,-0.7,0,-2,0.5,-25,-0.1,25,-10
Cn1c(=O)[nH]c(=O)c2c1nc(SCCN1CCCCC1)n2Cc1ccccc1,-4,0.2,-1,-10,-1.3,-8,0.0,9,-1
Cc1ccccc1-n1c(SCC(=O)N(C)C2CCS(=O)(=O)C2)nnc1-c1ccncc1 (centres undefined),-11,1.1,-1,-3,-1.2,-4,0.9,18,-5
Cc1cccc(NC(=O)CCn2nc(C)cc2C)c1,2,0.1,-1,-20,0.4,3,2.7,4,4
Cc1ccc(C)c(-n2cc[nH]c2=S)c1,-1,0.5,6,-16,1.7,-2,1.0,-4,-2
CC(C)c1onc(C(=O)NCc2cccs2)c1[N+](=O)[O-],3,1.0,-3,-5,0.9,14,-1.0,8,18
O=C(Nc1ccc(Br)c(Cl)c1)c1ccco1,-1,-0.3,-2,-4,1.4,-15,0.6,21,6
Cc1ccccc1OCC(=O)NCC(=O)N/N=C/c1cccc([N+](=O)[O-])c1,-9,-0.5,0,-5,1.1,2,0.1,14,-8
O=C(/C=C/Sc1ccccc1)c1ccc(Cl)cc1,-19,0.2,-10,-26,-1.3,-12,-16,23,7
CCCCCCn1c(=O)c(F)cn(Cc2ccc(OC)c([N+](=O)[O-])c2)c1=O,5,1.1,1,-12,1.6,2,-2.3,41,25
CCCCNS(=O)(=O)c1ccc(S(=O)(=O)N2CCC3(CC2)OCCO3)cc1,-11,0.4,-3,2,2.3,-11,2.4,6,4
SMILES,EBV gp42 block,TRPML3 agonist,Runt-SMMHC FRET,Mdm2 ligase inh,TRPN1 ag,p47phox inh,TNF death inh,PPC-1+TRAIL kill,CHOP inh
COc1cc(NS(=O)(=O)c2cccc3nsnc23)c(C(=O)O)cc1OC,-2,0.5,4,-24,-0.4,-2,-1.6,5,-17
O=C(COc1ccccc1Cl)Nc1nc(-c2cccs2)cs1,-25,-0.6,4,-1,-0.6,-38,0.0,17,15
O=C(CN1C(=O)C2(OCCO2)c2ccccc21)c1ccc(F)cc1,-18,0.0,3,-17,-0.1,-4,0.0,-4,20
O=C(NNC(=O)c1cccc(-n2cnnn2)c1)c1ccccc1,-3,0.6,0,-16,1.4,1,0.4,4,-16
O=C(Cc1nc2ccccc2[nH]c1=O)c1ccc(Cl)cc1,24,2.0,18,-21,3.5,-3,-4.7,29,-13
COc1ccc(-n2ncc3c(N4CCN(c5cc(C)ccc5C)CC4)ncnc32)cc1,-8,0.0,1,-13,2.2,7,1.0,6,-11
COc1cc2c(cc1OC)C(C)N(C(=O)c1c(-c3ccccc3)noc1C)CC2 (centres undefined),-18,0.1,2,2,-0.3,-7,-8.1,15,11
COc1ccccc1Nc1nc2nonc2nc1N1CCC(C)CC1,-11,0.8,1,-8,2.8,-7,1.3,5,1
CC(C)c1ccc(NC(=S)NNC(=O)c2cccs2)cc1,3,0.4,1,-13,0.1,-8,-0.3,24,12
CC(=O)N1CCN=C1SCc1ccc(F)cc1,-21,0.6,2,-9,0.3,-1,-0.2,14,13
CCOc1cc(C=O)c(Br)cc1OC1CCCC1,-14,0.0,-6,-5,-1.1,-11,-1.5,10,62
CC(C)(C)c1ccc(OCC(=O)N/N=C/c2ccsc2)cc1,-4,0.2,0,-10,-0.4,-7,1.2,6,56
CCC1=C(OC(=O)N(CC)CC)N2C(=O)OC(=NCCc3c[nH]c4ccccc34)[C@]2(Cc2ccccc2)[C@H]2C1=CC[C@H]1C(=O)N(CC)C(=O)[C@H]12,-17,x,1,12,x,-34,1.6,3,31
CCC1=NN(C(=O)C(=O)Nc2ccc(Br)cc2)C(O)(C(F)(F)F)C1 (centres undefined),-4,0.8,1,0,1.0,-6,-0.8,x,1
CCN(C(=O)CSc1nnc(-c2ccccc2)o1)c1c(N)n(Cc2ccccc2)c(=O)[nH]c1=O,-25,0.6,3,-37,-0.7,19,0.5,18,-10
Cc1cc(-c2cccnc2)c(C#N)c(SCc2cccc(F)c2)n1,-3,0.6,-3,-7,0.6,-7,-4.7,-11,55
COc1ccc(OCC(O)Cn2c(=N)n(Cc3ccccc3)c3ccccc32)cc1 (centres undefined),2,-1.5,4,0,-1.1,-7,-1.1,43,56
CCOC(=O)c1csc(NC(=O)CCSc2ccccc2)n1,-4,3.0,-2,-5,3.8,1,1.4,5,13
CCC(CC)C(=O)c1c[nH]c(C(=O)N2CCN(c3ccc(OC)cc3)CC2)c1,-5,0.8,-2,-3,0.3,-7,0.8,-21,14
C/C(=N/NC(=O)CN1CCN(S(=O)(=O)c2ccc(C)cc2)CC1)c1ccco1,-3,0.4,-1,-12,-1.0,-15,-0.8,-9,13
COc1cc(C2/C(=C(\O)c3cc(C)ccc3C)C(=O)C(=O)N2CCN(C)C)ccc1O (centres undefined),-18,0.9,3,-24,1.0,-2,0.8,14,-5
COc1ccc(Cl)cc1Nc1cc(C)nc2nc(C)nn12,-18,0.1,4,x,-0.6,-11,-1.5,0,5
O=C(CSc1ccccc1)N(c1ccc(Br)cc1)c1nccs1,-9,0.3,-4,-1,-0.8,-15,2.2,-2,47
Cc1cc(NC(=O)Nc2cc(F)ccc2F)no1,-14,0.0,-5,x,-0.3,3,3.0,4,10
Clc1ccccc1-c1nnc2sc(-c3ccncc3)nn12,-6,0.3,-3,-26,0.8,-10,0.5,3,27
SMILES,EBV gp42 block,TRPML3 agonist,Runt-SMMHC FRET,Mdm2 ligase inh,TRPN1 ag,p47phox inh,TNF death inh,PPC-1+TRAIL kill,CHOP inh
CC(=O)c1ccc(Oc2cc(C)nc(NCc3ccccc3)n2)cc1,-8,0.0,-8,-38,1.2,-8,-0.9,9,20
Cc1ccc(NC(=O)c2ccc(Nc3c([N+](=O)[O-])cc([N+](=O)[O-])cc3[N+](=O)[O-])cc2)cc1,-2,1.1,-8,-69,1.1,-18,-3.6,46,104*
COc1ccc(C(C)=O)cc1CS(=O)(=O)CC(=O)O,-3,-0.1,2,-15,2.2,10,0.2,7,22
C/C(=N\NC(=O)c1[nH]c2c([N+](=O)[O-])cc(C)cc2c1-c1ccccc1)c1cccnc1,-20,-1.2,3,-3,-2.0,35*,-5.2,-3,38
CC(C)(C)Nc1c(N)c(=O)oc2ccccc12,1,-0.6,1,-3,-0.3,-7,-2.2,16,-15
Cc1ccc(C(C)NC(=O)c2ccco2)cc1C (centres undefined),-8,0.9,2,-7,0.7,-20,3.8,-10,-13
COC(=O)c1cc(NC(=O)c2c(-c3c(Cl)cccc3Cl)noc2C)ccc1N1CCOCC1,-22,-0.3,-8,-20,2.5,-10,1.0,12,-7
CCOc1ccc(S(=O)(=O)Nc2ccc(Cl)cn2)c(C)c1C,-26,-0.7,0,-9,-0.3,-14,-2.4,21,6
CCOC(=O)CSc1nnc(-c2ccc(S(=O)(=O)N3CCC(C)CC3)cc2)o1,-16,1.3,0,-8,-0.4,1,-2.0,7,-5
Cn1cc(Cl)c(C(=O)N2CCN(c3ncccn3)CC2)n1,-9,0.4,-4,-12,-0.4,-5,-0.3,9,35
CCCN1C(=O)NC2(O)C(=O)c3ccccc3C12O (centres undefined),-3,0.0,-7,-17,1.7,1,-2.2,15,-4
O=C(Cn1nc(-c2ccc(Cl)cc2)c2ccccc2c1=O)NN1CCOCC1,-15,-0.1,3,-12,-0.4,-13,0.1,13,24
O=C(O)/C=C/C(=O)Nc1ccc2c(c1)C(=O)c1ccccc1C2=O,-3,0.0,-10,-8,-1.0,-20,-0.4,10,8
COC(=O)C1C(=O)C2=C(CC1C)NC(C)=C(C(=O)OC(C)C)C2c1ccc(C)o1 (centres undefined),-15,-0.4,2,-1,-1.9,-8,-1.1,4,4
COc1ccc(N(CC(=O)O)S(=O)(=O)c2cccnc2)cc1,-10,0.6,6,-5,0.4,2,0.3,8,35
